NOD2 RIPK2 PPI = blocks binding of human NOD2 to RIPK2; CHO BLA complementation NOD2-RIPK2, CCF4 ratio; hit rate 0.38% among 360,000; inhibition, % at 4.98 µM; O43353; in the data active = inhibition above about 21%;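 also: 0% = vehicle only and 100% = reference blocker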
TLR9-MyD88 block = TLR9-MyD88 interaction inhibition; Q9NR96+Q99836; CHO BLA complementation TLR9-MyD88, CCF4 FRET ratio; inhibition, % at 4.98 µM; hit rate 0.21% among 340,000; AID 504734;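 active = inhibition above the mean over all tested compounds plus 3 SD, cut at about 21% in these data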;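 also: 0% = DMSO only wells and 100% = clavulanate BLA inhibitor control wells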
TWEAK-Fn14 inh = blocks TWEAK-Fn14 interaction in a reporter cell assay; TWEAK-stimulated Fn14 reporter cells, luciferase luminescence, 8 h; inhibition, % at 10 µM; hit rate 2% among 360,000; in the data active = inhibition above about 50%
LMP1 NFkB inh = reduces LMP1-driven NF-kappaB luciferase signal; LMP1-induced NF-kappaB luciferase reporter cells, luminescence; inhibition, % at 12.5 µM; hit rate 0.69% among 350,000; in the data active = inhibition above about 41%;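 also: 0% = neutral control wells and 100% = reference inhibitor control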
NR2F2 inh = inhibitors of human COUP-TFII (NR2F2). P24468. HEK293T NGFI-A luciferase reporter, luminescence. inhibition, % at 8.6 µM. hit rate 0.7% among 370,000;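 active = inhibition above a per-plate cutoff, mean inhibition of test wells between control levels plus 3 SD, cut at about 38% in these data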;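 also: cells cotransfected with COUP-TFII expression vector driving the NGFI-A reporter; 0% = median of COUP-TF2 test wells and 100% = reporter-only cells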
SRC2 inh = human SRC2 (NCOA2) inhibition; inhibition, % at 9 µM; hit rate 0.17% among 370,000; AID 651957; HEK293 GAL4-SRC2 luciferase reporter, luminescence;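 active = inhibition above the mean inhibition of all tested compounds plus 3 SD, set per campaign, cut at about 52% in these data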;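 also: 0% = DMSO treated cells and 100% = cells given Gossypol at 36 µM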
NCOA1 inh = inhibitors of human steroid receptor coactivator 1 (SRC1); Q15788; HEK293 GAL4-SRC1 luciferase reporter, luminescence; inhibition, % at 3.6 µM; hit rate 0.12% among 360,000; AID 588354;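 active = inhibition above the campaign mean plus 3 SD, with each screening campaign given its own cutoff, cut at about 60% in these data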;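 also: 0% = DMSO treated cells and 100% = gossypol at 36 µM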
TROY NFkB inh = TROY signaling inhibition; Q293 LMP1-TROYcd NF-kB luciferase reporter, 4 h; inhibition, % at 10 µM; hit rate 0.98% among 360,000; AID 1347056;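 active = compounds whose plate-normalised and pattern-corrected inhibition of the luciferase reporter signal at the single screening dose is 50% or more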
NR5A2 inv ag = suppresses constitutive activity of human LRH-1; inhibition, % at 3.6 µM; HEK293T StAR-luciferase reporter, LRH-1 transfected, 24 h; hit rate 0.13% among 360,000; AID 602396;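 active = inhibition above the mean inhibition of all tested compounds plus 3 SD, cut at about 73% in these data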;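 also: 0% = DMSO wells and 100% = reporter-only cells lacking LRH-1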
SRC3 inh = inhibits human SRC3 coactivator; inhibition, % at 3.6 µM; Q9Y6Q9; AID 588352; hit rate 0.17% among 360,000; HEK293 GAL4-SRC3 luciferase reporter, luminescence;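 active = inhibition above a per-campaign cutoff, the mean of all compounds plus 3 SD, cut at about 60% in these data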;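 also: 0% = DMSO-treated cells and 100% = gossypol-treated cells at 36 µM; higher means less SRC3-driven luciferase light from the GAL4 reporter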
TRAIL sens C8 = sensitizes caspase-8 expressing cells to TRAIL. inhibition (viability loss, TRAIL sensitization), % at 10 µM. hit rate 1% among 360,000. NB7+C8 cells + TRAIL, ATPlite viability luminescence. AID 624354;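 active = compounds causing at least 50% loss of cell viability in the single-dose screen, relative to plate controls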
* marks the source's active call; other numbers are inactive results; x = not tested or not shown. Not all compounds are listed. The share of hits here may be higher or lower than overall.

#1 O=C(NC1CCCC1)C(c1cccnc1)N(Cc1ccccc1F)C(=O)c1csnn1 (stereo unspecified)
#2 CCN(C)C1CN(Cc2cn(Cc3ccc(C(F)(F)F)cc3)nn2)S(=O)(=O)C1 (stereo unspecified)
#3 C/C(=N\NC(=O)c1ccc2c(c1)OCO2)c1ccc(O)cc1
#4 CCOC(=O)C1CCN(C(=O)CCc2nnc3ccc(N4CCC(C)CC4)nn23)CC1
#5 CC1CCCN(C(=O)COc2ccc(Nc3ccccc3)cc2)C1 (stereo unspecified)
#6 COc1ccc(C2(C)NC(=O)N(CC(=O)c3cc(C)n(C4CC4)c3C)C2=O)cc1OC (stereo unspecified)
#7 Nc1nnc2c(C(F)(F)F)nc3ccccc3n12
#8 CC(C)(C)c1cc2nc3c(c(=O)n2[nH]1)CN(Cc1ccccc1)C3=O
#9 CC(C)C1C(=O)N(Cc2cn(CCC3OCCO3)nn2)CCS(=O)(=O)N1Cc1ccc(-c2cccc(N(C)C)c2)cc1 (stereo unspecified)
#10 CCc1nc2nc(C)c(NS(=O)(=O)c3ccc(Br)s3)c(=O)n2[nH]1
assay / entry | 1 | 2 | 3 | 4 | 5 | 6 | 7 | 8 | 9 | 10
NOD2 RIPK2 PPI | -3 | -8 | 2 | 10 | -19 | -21 | 8 | -2 | -12 | -6
TLR9-MyD88 block | -2 | x | 4 | -9 | 3 | 2 | -6 | x | -5 | 2
TWEAK-Fn14 inh | -2 | -4 | -5 | -15 | -9 | -6 | 3 | 9 | -3 | 23
LMP1 NFkB inh | -8 | x | -6 | -6 | -4 | 1 | 6 | x | -1 | -6
NR2F2 inh | -12 | -6 | -23 | 4 | -6 | -6 | 9 | -5 | -1 | -7
SRC2 inh | -4 | 0 | -69 | -6 | -34 | -17 | -8 | -10 | 0 | -8
NCOA1 inh | 1 | x | -52 | -19 | -5 | -5 | -21 | -22 | -1 | 9
TROY NFkB inh | 0 | -8 | -16 | -23 | -12 | -2 | -13 | 3 | -8 | -7
NR5A2 inv ag | -2 | 10 | -46 | 17 | -2 | -2 | 0 | 6 | 0 | -12
SRC3 inh | -1 | x | -37 | 9 | 13 | -6 | -5 | -5 | -3 | 7
TRAIL sens C8 | -4 | 8 | 1 | -12 | -1 | 0 | -13 | 6 | -6 | -8

#11 Cc1oc2ccc(OS(C)(=O)=O)cc2c1C(=O)OC(C)C
#12 O=C(Nc1ccc2c(c1)OCO2)C1Cc2c(-c3cccnc3)ccnc2O1 (stereo unspecified)
#13 O=C(CC(Nc1ccc(F)cc1)C(=O)OCC(=O)c1cccs1)c1ccccc1 (stereo unspecified)
#14 CCOC(=O)CSc1ccc(S(=O)(=O)N2CCC(C)CC2)cc1[N+](=O)[O-]
#15 Cc1noc(C)c1COc1ccc(C(=O)OCC(=O)c2ccc3c(c2)OCCO3)cc1
#16 COc1cc(NC(=S)NC(=O)c2ccc(C(C)(C)C)cc2)ccc1NC(=O)c1cccs1
#17 Cc1cc(NC(=O)c2cc(-c3ccc(Br)cc3)on2)no1
#18 COC(=O)c1ccccc1NC(=S)NC(=O)COc1ccccc1Cl
#19 CCOc1ccc(CCNC(=O)COC(=O)c2cc([N+](=O)[O-])ccc2N2CCOCC2)cc1OCC
#20 COc1ccccc1NS(=O)(=O)c1cccc(C(=O)N2CCN(C/C=C/c3ccccc3)CC2)c1
assay / entry | 11 | 12 | 13 | 14 | 15 | 16 | 17 | 18 | 19 | 20
NOD2 RIPK2 PPI | 1 | 8 | -4 | -1 | -9 | 1 | -1 | -6 | -8 | 1
TLR9-MyD88 block | -1 | x | 1 | 9 | -10 | 2 | 9 | -10 | 6 | -8
TWEAK-Fn14 inh | 1 | -36 | -49 | 5 | 4 | -29 | -19 | -4 | -18 | 1
LMP1 NFkB inh | 2 | x | -5 | -3 | 14 | 14 | -4 | 4 | 4 | 3
NR2F2 inh | -2 | 9 | -4 | -8 | -20 | -3 | -6 | 7 | -5 | 9
SRC2 inh | -22 | -31 | -29 | -6 | -25 | -6 | -38 | -13 | 8 | 9
NCOA1 inh | -12 | 6 | -105 | -3 | -2 | -15 | -7 | 0 | 5 | 9
TROY NFkB inh | 0 | 4 | -31 | 10 | 10 | 8 | -8 | -7 | 4 | 6
NR5A2 inv ag | 19 | -21 | -69 | -4 | 15 | 10 | -21 | -11 | 43 | 16
SRC3 inh | 3 | 4 | -90 | 7 | 8 | 7 | 14 | 16 | -4 | -9
TRAIL sens C8 | -1 | -11 | 33 | 2 | -2 | 29 | -2 | -7 | 13 | 4

Part of the list above, with two lines to a compound:
Values run as follows: NOD2 RIPK2 PPI, TLR9-MyD88 block, TWEAK-Fn14 inh, LMP1 NFkB inh, NR2F2 inh, SRC2 inh, NCOA1 inh, TROY NFkB inh, NR5A2 inv ag, SRC3 inh, TRAIL sens C8
14) CCOC(=O)CSc1ccc(S(=O)(=O)N2CCC(C)CC2)cc1[N+](=O)[O-]
→ -1, 9, 5, -3, -8, -6, -3, 10, -4, 7, 2
15) Cc1noc(C)c1COc1ccc(C(=O)OCC(=O)c2ccc3c(c2)OCCO3)cc1
→ -9, -10, 4, 14, -20, -25, -2, 10, 15, 8, -2
16) COc1cc(NC(=S)NC(=O)c2ccc(C(C)(C)C)cc2)ccc1NC(=O)c1cccs1
→ 1, 2, -29, 14, -3, -6, -15, 8, 10, 7, 29
17) Cc1cc(NC(=O)c2cc(-c3ccc(Br)cc3)on2)no1
→ -1, 9, -19, -4, -6, -38, -7, -8, -21, 14, -2
18) COC(=O)c1ccccc1NC(=S)NC(=O)COc1ccccc1Cl
→ -6, -10, -4, 4, 7, -13, 0, -7, -11, 16, -7

Continued:
#21 O=S(=O)(c1ccc(SCc2ccccc2F)nc1)N1CCCC1
#22 COC(=O)[C@@H]1C[C@H]2CC[C@H](O)C[C@H]2N1Cc1ccc(C(C)(C)C)cc1
#23 CC1CCN(C(=O)C2CCN(c3nnc(-n4cccc4)s3)CC2)CC1
#24 Cc1ccc(-c2nn3nnnc3c3ccccc23)cc1C
#25 Cc1cc(C(=O)OCC(=O)N2CCOCC2)c2ccccc2n1
#26 CCOC(=O)c1sc(N/N=C/c2cc(Br)c(O)c(OC)c2)nc1C
#27 COc1cc2nc(CN3CCN(S(=O)(=O)c4ccccc4)CC3)[nH]c(=O)c2cc1OC
#28 O=C(CCn1c(=O)c2sccc2n(CC(=O)NCc2ccco2)c1=O)NCc1ccccc1
#29 CCOC(=O)C(NCCc1ccccc1F)(NC(=O)CC)C(F)(F)F (stereo unspecified)
#30 O=C(Nc1nnc(-c2ccco2)o1)c1ccc2ccccc2c1
assay / entry | 21 | 22 | 23 | 24 | 25 | 26 | 27 | 28 | 29 | 30
NOD2 RIPK2 PPI | 13 | -3 | -14 | -2 | 1 | -1 | 1 | 0 | -1 | -1
TLR9-MyD88 block | -1 | 1 | -2 | 1 | -6 | -2 | -6 | -15 | 1 | 5
TWEAK-Fn14 inh | -3 | -7 | 12 | -14 | 2 | 13 | -1 | 13 | -25 | -88
LMP1 NFkB inh | 6 | 11 | 6 | 9 | -5 | 7 | -4 | 0 | 0 | 5
NR2F2 inh | 16 | 0 | -5 | 2 | -3 | -18 | 0 | 0 | -12 | 6
SRC2 inh | -24 | -6 | 0 | 8 | -11 | 1 | -2 | -4 | -14 | 15
NCOA1 inh | -22 | 8 | -14 | 11 | 0 | -16 | -21 | -7 | -25 | 0
TROY NFkB inh | -18 | -21 | 13 | 13 | 11 | 40 | 19 | 3 | -20 | -91
NR5A2 inv ag | 8 | -18 | -3 | -12 | 5 | 0 | -10 | 7 | -2 | -12
SRC3 inh | 2 | 17 | -1 | 6 | 5 | -9 | 9 | 12 | 3 | 12
TRAIL sens C8 | 8 | -10 | -7 | -4 | -5 | 3 | 4 | 19 | -10 | 3

#31 CC1=NN2C(=N)/C(=C\c3cc(C)n(-c4ccc(C)cc4)c3C)C(=O)N=C2S1
#32 O=C(COC(=O)C1Cc2ccccc2CN1C(=O)c1ccccc1)Nc1ccc(SC(F)F)cc1 (stereo unspecified)
#33 CCc1ccc(N2CCN(CCNC(=O)Nc3ccc(OC)cc3)CC2)cc1
#34 Cc1cccn2c(CN(C)C3CCOC3)c(C(=O)N3CCCCC3)nc12 (stereo unspecified)
#35 Cc1cc(N=Nc2ccccc2)cc(C)c1NC(=O)C(F)(F)F
#36 CCOC(=O)CN1N=C(/C=C/c2ccc(OC)cc2)CCC1=O
#37 Clc1ccc(-c2nc(Cc3ccccc3Cl)no2)cc1
#38 COc1cc(/C(C)=N/N2CCN(c3ccccc3OC)CC2)ccc1O
#39 Cc1ccc(Nc2nc(N)nc(-c3oc4ccccc4c3C)n2)cc1
#40 CC(C)(C)OC(=O)N1CCc2onc(-c3ccc(Cl)cc3)c2C1=O
assay / entry | 31 | 32 | 33 | 34 | 35 | 36 | 37 | 38 | 39 | 40
NOD2 RIPK2 PPI | 0 | -12 | -2 | -10 | -2 | -12 | 8 | 2 | 9 | 7
TLR9-MyD88 block | 4 | 5 | 2 | 2 | -7 | 3 | -5 | 4 | 4 | 14
TWEAK-Fn14 inh | -31 | 8 | -16 | 5 | -36 | -6 | -16 | -19 | 0 | -18
LMP1 NFkB inh | 0 | 12 | -4 | -11 | -42 | 0 | -11 | 1 | -43 | 4
NR2F2 inh | -13 | 6 | 8 | 15 | -65 | -6 | -3 | -40 | x | 1
SRC2 inh | 7 | -1 | 23 | -1 | -60 | 7 | -37 | -38 | x | 6
NCOA1 inh | 7 | -30 | -6 | 3 | -101 | 0 | -14 | -50 | -76 | -20
TROY NFkB inh | -14 | 0 | 6 | 6 | -37 | -9 | -37 | -1 | -21 | -31
NR5A2 inv ag | -10 | -6 | 5 | -15 | -115 | 6 | -14 | -4 | -18 | -35
SRC3 inh | 4 | -14 | 6 | 3 | -81 | -2 | 5 | -64 | -57 | -21
TRAIL sens C8 | -2 | -3 | 10 | 2 | 12 | -7 | 11 | 2 | -10 | 5

#41 FC(F)Sc1ccc(N=C2NN=C(c3ccc4c(c3)OCCO4)CS2)cc1
#42 CN(C)C(=O)c1ccccc1-c1ccccc1
#43 CC(=O)OCC(=O)[C@H]1CC[C@H]2[C@@H]3CC=C4C[C@@H](O)CC[C@]4(C)[C@H]3CC[C@]12C
#44 COC(C(=O)NCc1ccc(C)cc1)c1ccccc1 (stereo unspecified)
#45 O=C(COC(=O)c1ccc2[nH]c3c(c2c1)CCCC3)NC1CCS(=O)(=O)C1 (stereo unspecified)
#46 CNC(=O)c1cc(C(=O)c2c(Cl)cccc2Cl)c[nH]1
#47 Cc1ccc(S(=O)(=O)N2CCN(S(C)(=O)=O)C2)cc1
assay / entry | 41 | 42 | 43 | 44 | 45 | 46 | 47
NOD2 RIPK2 PPI | -3 | 0 | -3 | -7 | 3 | -3 | -14
TLR9-MyD88 block | -15 | 1 | -11 | -4 | -6 | 2 | -6
TWEAK-Fn14 inh | 46 | 8 | -13 | 10 | 5 | -6 | 16
LMP1 NFkB inh | -3 | -9 | 3 | 1 | 4 | -6 | 3
NR2F2 inh | 4 | 14 | 7 | 2 | 4 | -15 | -3
SRC2 inh | -39 | -20 | 18 | 8 | -11 | -13 | 4
NCOA1 inh | -32 | -8 | -14 | 6 | 2 | -1 | 13
TROY NFkB inh | 11 | -11 | -2 | -10 | 6 | 1 | -10
NR5A2 inv ag | -11 | -31 | -10 | 15 | 3 | 25 | 13
SRC3 inh | 3 | 15 | 6 | 6 | 0 | 1 | 11
TRAIL sens C8 | -4 | -9 | 6 | -10 | -2 | -3 | 6
